Mdm2 MdmX PPI – disrupts the human Mdm2-MdmX interaction. inhibition, % at 8 µM. SaOS-2 split-luciferase Mdm2/MdmX complementation, luminescence. O15151+Q00987. actives 3% (n = 330,000);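 active = inhibition of at least 50% at 8 µM in the primary screen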
Target sequence (O15151 whole entry, looked up): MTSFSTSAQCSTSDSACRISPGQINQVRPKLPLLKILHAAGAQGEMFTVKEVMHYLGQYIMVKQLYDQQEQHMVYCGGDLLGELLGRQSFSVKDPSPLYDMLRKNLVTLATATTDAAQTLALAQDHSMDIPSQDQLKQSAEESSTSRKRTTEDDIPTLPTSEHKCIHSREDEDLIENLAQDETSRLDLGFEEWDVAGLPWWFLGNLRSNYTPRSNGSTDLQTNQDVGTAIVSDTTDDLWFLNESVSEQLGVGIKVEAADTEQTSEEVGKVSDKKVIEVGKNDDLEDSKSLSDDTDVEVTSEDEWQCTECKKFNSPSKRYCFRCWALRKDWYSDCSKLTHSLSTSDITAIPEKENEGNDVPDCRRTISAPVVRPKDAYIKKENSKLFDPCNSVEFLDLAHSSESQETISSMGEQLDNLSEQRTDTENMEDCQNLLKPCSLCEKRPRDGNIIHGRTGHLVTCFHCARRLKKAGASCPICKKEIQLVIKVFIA
Target sequence (Q00987 whole entry, looked up): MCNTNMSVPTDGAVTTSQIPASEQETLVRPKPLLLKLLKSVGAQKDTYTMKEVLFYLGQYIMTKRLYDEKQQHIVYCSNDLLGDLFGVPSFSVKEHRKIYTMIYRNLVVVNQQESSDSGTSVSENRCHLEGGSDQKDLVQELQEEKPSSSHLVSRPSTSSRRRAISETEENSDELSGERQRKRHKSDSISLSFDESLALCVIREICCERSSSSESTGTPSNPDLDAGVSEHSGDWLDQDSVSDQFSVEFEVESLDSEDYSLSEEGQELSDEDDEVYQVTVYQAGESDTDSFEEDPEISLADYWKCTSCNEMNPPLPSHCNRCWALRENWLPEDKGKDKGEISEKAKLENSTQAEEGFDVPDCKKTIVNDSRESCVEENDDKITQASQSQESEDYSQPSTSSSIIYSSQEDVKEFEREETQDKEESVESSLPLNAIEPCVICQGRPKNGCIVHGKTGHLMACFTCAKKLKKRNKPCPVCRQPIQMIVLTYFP
tim10-1 inh – tim10-1 yeast growth inhibition; S. cerevisiae tim10-1 ts strain growth, BacTiter-Glo, 24 h; inhibition, % at 20 µM; actives 2.2% (n = 330,000); AID 463190;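 active = inhibition of at least 40%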;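 also: mutant grown at 25 °C; 0% = DMSO wells with yeast and 100% = wells holding no yeast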
tim23-1 inh – tim23-1 yeast growth inhibition; actives 1.3% (n = 330,000); S. cerevisiae tim23-1 growth, BacTiter-Glo luminescence, 24 h; inhibition, % at 20 µM;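 active = growth inhibition of the mutant yeast at or above 50%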;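 also: temperature-sensitive mutant grown at 25 °C; plate controls were DMSO-treated mutant yeast for no effect and medium wells lacking yeast for full effect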
UPR CHOP act – apoptotic UPR (CHOP) activation. CHO-CHOP luciferase reporter, luminescence; percent of tunicamycin response over DMSO baseline. activation, % at 10 µM. actives 0.34% (n = 330,000);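 active = at 10 µM dose, activation of 40% or more, normalized to positive control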;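 also: 100% = tunicamycin at 10 µg/mL and 0% = DMSO alone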
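measured by = luciferase luminescence | assay system = CHO-CHOP cells, stable luciferase reporter of PERK-eIF2a-CHOP signalling | amount = 500 reporter cells seeded per well | timing = 6 h compound exposure at 37 °C after overnight seeding | controls = positive tunicamycin 10 µg/mL, negative DMSO alone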
NR3A LBD binder – modulates the human NR3A ligand-binding domain. NR3A LBD differential scanning fluorimetry, Tm shift; 0% = protein alone, 100% = glycine-bound protein. Tm shift relative to glycine control, % at 25 µM. actives 2.5% (n = 340,000). AID 1259313;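 active = melting temperature shift of at least 10% of the positive control shift, at one fixed dose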
UPR XBP1 act – activators of adaptive arm of unfolded protein response (XBP1); actives 0.33% (n = 330,000); activation, % at 20 µM; CHO-XBP1 luciferase reporter, IRE1-XBP1 UPR activation, luminescence; percent of tunicamycin response, DMSO as zero; AID 463104;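 active = versus positive control, 20 µM dose yields 30% or more activation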;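 also: 100% = tunicamycin at 10 µg/mL and 0% = DMSO only wells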
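Material: IRE1-XBP1 luciferase reporter CHO line / Quantity: one thousand reporter cells per well / Buffer or medium: F12 with 10% serum / Compound: 20 µM single concentration, DMSO 1% / Times: 6 h treatment, 37 °C / Detection: Steady-Glo luciferase glow luminescence, 10 min after reagent addition / Benchmarks: tunicamycin high, DMSO low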
APJ ag – agonists of human APJ apelin receptor | P35414 | CHO-K1 APJ PathHunter beta-arrestin, luminescence; 0% DMSO wells, 100% apelin | activation, % at 20 µM | actives 0.11% (n = 330,000);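 active = activation more than six SD over the plate average, tested at 20 µM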;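 also: 0% = DMSO alone and 100% = apelin-13 at 10 nM; some results filed as inactive read as strong as hits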
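Incubation: overnight seeding, 90 min compound at 25 °C, 1 h detection; test system: PathHunter CHO-K1 APJ (AGTRL-1) beta-arrestin reporter cells; amount: 1000 cells/well; doses: one dose, 20 µM compound, 1% DMSO; measured by: beta-gal luminescence; measure: agonist-driven arrestin binding to APJ; benchmarks: negative DMSO alone, positive Apelin-13 at 10 nM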
NALP3 yeast inh – blocks the NALP3 inflammasome reconstituted in yeast; inhibition, % at 10 µM; actives 0.39% (n = 330,000); AID 2825; Yeast reconstituted NLRP3/ASC/caspase-1, beta-gal luminescence, 24 h;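 active = inhibition of 50% or more; inactive = inhibition below 50%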;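 also: plate controls were induced DMSO wells for no effect and uninduced yeast grown without galactose for full effect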
TIM10 inh – TIM10 yeast growth inhibition; S. cerevisiae TIM10 strain growth, BacTiter-Glo luminescence, 24 h; inhibition, % at 10 µM; actives 1.4% (n = 330,000); AID 463195;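 active = inhibition of 40% or more at the single tested concentration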;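 also: wild-type TIM10 isogenic control strain grown at permissive 25 °C; 0% = DMSO yeast wells and 100% = minimal medium wells without yeast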
* = called active by the depositor; . = no result given.

SMILES | Mdm2 MdmX PPI | tim10-1 inh | tim23-1 inh | UPR CHOP act | NR3A LBD binder | UPR XBP1 act | APJ ag | NALP3 yeast inh | TIM10 inh
CCN(CC)C(=O)c1cn(-c2ccccc2)nc1-c1ccc2c(c1)OCCO2 | -3 | 38 | 32 | -1.8 | -2 | -3 | -3 | -3 | 8
Cc1ccc(CNC(=O)C2CCC(=O)N(CCCN3CCOCC3)C2)cc1 (stereo unspecified) | -8 | 6 | 11 | -0.9 | 0 | -2 | 8 | 2 | 0
C(=N\Nc1ccccc1)/c1nc2ccccc2s1 | -164 | 20 | 24 | 4.5 | 2 | 3 | 0 | 37 | 27
CC(=O)Nc1ccc(NC(=S)Nc2ccc(Br)cc2)cc1 | 14 | 14 | -9 | 2.7 | 9 | -1 | -4 | -2 | 10
O=C(C1=C(O)C(=O)N(CC2CCCO2)C1c1cccc(O)c1)c1ccco1 (stereo unspecified) | -2 | -28 | -2 | 0.3 | -3 | 1 | 0 | -1 | 8
CC1CCN(S(=O)(=O)c2cc(Cl)ccc2Br)CC1 | 23 | 22 | 14 | -0.7 | 3 | -4 | -6 | -10 | -5
CC(Cc1ccccc1)C(=O)NCc1ccncc1 (stereo unspecified) | -4 | -7 | -3 | -2.1 | -1 | -2 | 3 | 13 | -7
O=C(CNS(=O)(=O)c1cccc(C(F)(F)F)c1)Nc1ccccc1F | -5 | 31 | 0 | 0.0 | -1 | 0 | -4 | 5 | -7
O=C(NCc1nc2ccccc2[nH]1)C1=C[C@H](c2ccc3c(c2)OCO3)C[C@H](OCCCCO)O1 | 30 | -2 | 4 | 1.1 | 0 | -2 | 0 | 19 | -4
CCOC(=O)c1ccc(NC(=O)C2C3CCC(C3)C2C(=O)O)cc1 (stereo unspecified) | -7 | 21 | 6 | 3.1 | -2 | 2 | -4 | 11 | -13
Cc1oc(C(=O)Nc2ccc(C(=O)O)cc2)cc1COc1ccccc1 | 5 | 21 | 7 | -2.1 | 2 | 1 | -1 | 8 | -3
Cc1nc2nc(C)c(NS(=O)(=O)c3ccc(C4CCCCC4)cc3)c(=O)n2[nH]1 | -3 | 0 | -1 | 1.2 | 5 | -3 | -3 | 5 | -12
Nc1nc2ccc(-c3nc4ccccc4o3)cc2s1 | -224 | 15 | 45 | 0.1 | -4 | 2 | -3 | 19 | 13
COC(=O)C(Cc1ccccc1)NC(=O)CCC(=O)NC(C)CCc1ccccc1 (stereo unspecified) | 14 | -1 | 7 | -1.0 | -6 | -5 | -1 | 14 | 3
O=C(CN1C(=O)COc2ccc(Cl)cc21)Nc1ccc(N2CCOCC2)cc1 | -3 | 5 | -14 | -3.0 | 2 | -4 | -4 | 22 | -10
Cc1cc(NC(=O)CCC(=O)N(CC(C)C)C(C(=O)NC(C)(C)C)c2ccccc2Cl)no1 (stereo unspecified) | 7 | 12 | 17 | 1.4 | 1 | 3 | -3 | 11 | -4
CCN(C(=O)CSc1nc(C)c(C)c(C)n1)C1CCS(=O)(=O)C1 (stereo unspecified) | 0 | 10 | 16 | 0.1 | 2 | -2 | -4 | 19 | 0
Cc1cccc(CNC(=O)CCc2nnc(C3CCCCC3)o2)c1 | -32 | 16 | 17 | 1.0 | -1 | -1 | -1 | 2 | 16
CC1CCN(C(=O)/C(=C/c2ccccc2Cl)c2ccccc2)CC1 | 2 | 41* | 37 | -0.2 | 1 | -2 | -1 | -7 | 41*
CC(C)CCN(N=O)[C@@H](Cc1ccccc1)CN(N=O)[C@@H](Cc1ccccc1)CN(C)N=O | -15 | 19 | 28 | 3.3 | -21 | -3 | -2 | 19 | 11
Fc1cccc(Cl)c1CSc1ccc2nnc(-c3ccccn3)n2n1 | -3 | 40* | -4 | -0.3 | -4 | 1 | 2 | -25 | 36
CC(C)[C@H](NS(=O)(=O)c1ccccc1)C(=O)OCC(=O)Nc1ccccc1Sc1ccccc1 | 13 | 27 | 23 | 0.4 | -7 | 3 | -4 | 18 | 19
COc1ccc(S(=O)(=O)n2ccc(-c3cnc(-c4ccccc4)s3)n2)cc1 | -27 | 15 | 26 | 2.2 | -9 | -1 | 2 | 18 | 16
Cc1ccccc1Nc1nc(-c2sc(NC(=O)c3ccccc3)nc2C)cs1 | 21 | 8 | 9 | 3.8 | . | 1 | -5 | 28 | 4
O=C(NCC(c1ccc(F)cc1)N1CCOCC1)c1ccc(-c2ccccc2)cc1 (stereo unspecified) | 3 | 20 | 41 | 0.9 | -1 | 1 | -2 | 5 | 35
Cc1cc(=O)oc2cc(OCC(=O)OCC(=O)N(CCC#N)c3ccccc3)ccc12 | -4 | 14 | 11 | 0.2 | 0 | 1 | -4 | 1 | -15
O=C(CSc1ccc(-c2ccccc2)nn1)N1CCCCC1 | -32 | 20 | 10 | 2.4 | -2 | 0 | 1 | 8 | 10
COc1ccc(-c2ccc3c(c2)S(=O)(=O)c2cccc(C(=O)N4CCN(c5c(Cl)cncc5Cl)CC4)c2C3=O)cc1OC | 9 | 4 | 25 | 2.9 | -2 | -1 | 1 | 7 | 7
O=C(c1ccc2c(c1)OCO2)N1CCN(S(=O)(=O)c2ccccc2)CC1 | 23 | 20 | 17 | 1.8 | 1 | -3 | -2 | -1 | 14
CCc1ccc(NC(=O)CSc2nnc(-c3cccs3)n2CC)cc1 | 22 | 5 | 20 | 0.5 | 4 | -3 | -4 | -3 | -12
CSc1ccccc1C(=O)Nc1ccc2c(c1)OCO2 | 8 | 3 | -2 | 1.9 | 0 | 2 | -5 | 31 | 17
CCCCNC(=O)C1CCN(S(=O)(=O)c2ccc3c(c2)CC(C)N3C(=O)C2CC2)CC1 (stereo unspecified) | 20 | 3 | 24 | 1.6 | -1 | -4 | -2 | 20 | -2
COc1ccc(CNC(=O)COc2ccc(F)cc2)cc1 | 25 | -3 | -7 | -1.4 | 2 | -1 | 2 | 0 | -14
CN(C)c1ccc(/C=N/NC(=O)CCCCCNC(=O)c2ccccc2)cc1 | 4 | -27 | -5 | 3.1 | -1 | -1 | 1 | -17 | -19
CCC(CC)C(=O)N1c2ccc(F)cc2CCC1C (stereo unspecified) | -15 | 14 | 11 | 1.0 | 0 | -3 | -2 | -5 | 9
Clc1cccc(Oc2ncc(CN3CCOCC3)s2)c1 | -30 | -13 | 13 | 3.1 | 1 | 3 | -5 | 18 | -6
CCN(CC(=O)NCc1cccs1)C(=O)c1ccc(NS(=O)(=O)c2cccc([N+](=O)[O-])c2)cc1 | 15 | -12 | 2 | 0.1 | -1 | -3 | 1 | 16 | -4
CN(C)c1ccc(NC(=O)c2cccc(N3C(=O)C4C5C=CC(C5)C4C3=O)c2)cc1 (stereo unspecified) | 12 | 15 | 0 | 4.4 | 0 | 0 | -2 | 9 | 11
COc1ccccc1N=Nc1ccc(N)c(C)c1 | -7 | 21 | 15 | 2.2 | -1 | 2 | -5 | 35 | 6
CCOC(=O)NC(=O)/C(C#N)=C\Nc1ccc(Cl)cc1Cl | -28 | 8 | 12 | 2.7 | -2 | 1 | -1 | 6 | 5
O=[N+]([O-])c1ccc(N2CCOCC2)cc1NC(c1ccccc1)c1ccccc1 | 22 | 0 | -12 | 1.0 | -9 | -2 | -1 | -1 | 5
CCCCN(C(=O)c1ccc(-c2ccc(Cl)cc2)o1)c1c(N)n(CCC)c(=O)[nH]c1=O | -15 | 21 | 25 | -1.4 | -1 | 2 | -2 | -1 | 9
O=C(c1ccc(NS(=O)(=O)/C=C/c2ccccc2)cc1)N1CCCCC1 | 13 | 4 | 7 | -0.5 | 1 | 1 | 6 | 21 | -5
COc1cc(O)c2c(c1)OC(c1ccc(O)cc1)CC2=O (stereo unspecified) | 9 | 36 | 37 | 2.5 | -2 | -1 | 5 | 44 | 19
O=C(O)CSc1nnc(Cn2nnc3ccccc32)n1CCc1ccccc1 | -21 | -8 | 9 | 0.3 | 2 | 4 | -3 | 30 | 1
CC(=O)c1ccc(NC(=O)CSc2cn[nH]n2)cc1 | 7 | -23 | -4 | 0.5 | -5 | 2 | -2 | 22 | 13
CCCCNC(=O)c1onc(CCl)c1C(=O)OC | 5 | -6 | -7 | 0.5 | 1 | -2 | 6 | 8 | -5
CC(C)OCCCN1CN(S(=O)(=O)c2cccc(Cl)c2)c2nc3ccccc3nc21 | 18 | 13 | 19 | -0.9 | -6 | -6 | -5 | -22 | 1
COc1cc([N+](=O)[O-])cc(/C=N/NC(=O)c2cc(-c3ccccc3)nc3ccccc23)c1O | 35 | 28 | 16 | -3.4 | 10 | -1 | -1 | -23 | 11
CSc1ccccc1NC(=O)CCn1c(=O)oc2ccccc21 | -18 | 8 | 4 | -1.9 | 1 | -2 | 0 | 7 | 2
Next part.
SMILES | Mdm2 MdmX PPI | tim10-1 inh | tim23-1 inh | UPR CHOP act | NR3A LBD binder | UPR XBP1 act | APJ ag | NALP3 yeast inh | TIM10 inh
O=C(NC(=S)Nc1cccc2c(O)cccc12)c1cccc(Br)c1 | 38 | 24 | 69* | -1.2 | 23* | -1 | -2 | 43 | 20
CCCCn1c(N)c(N(CCOC)C(=O)COC(=O)COc2cccc(C(C)=O)c2)c(=O)[nH]c1=O | 19 | 1 | 9 | 2.9 | 1 | 2 | -6 | 21 | -6
S=C1NC2(CCCC2)N=C1c1ccccc1 | -12 | 10 | 5 | 6.3 | 0 | 2 | -4 | 2 | -8
c1ccc(-n2c(Cc3cccnc3)nc3cnccc32)cc1 | 14 | 8 | -11 | -0.5 | 2 | -2 | -1 | 7 | -5
CCN(CC1CCCO1)C(=O)c1cc(COc2ccccc2SC)on1 (stereo unspecified) | 2 | 12 | 30 | -0.3 | -1 | -1 | 11 | 10 | -5
CCCCOc1ccc(N(CC(=O)NC(C)C)C(=O)CCC(=O)Nc2ccccn2)cc1 | 4 | 13 | 11 | -0.1 | 0 | -3 | -2 | -3 | 4

One compound at a time, from the list above. Values in the order: Mdm2 MdmX PPI, tim10-1 inh, tim23-1 inh, UPR CHOP act, NR3A LBD binder, UPR XBP1 act, APJ ag, NALP3 yeast inh, TIM10 inh
CCN(CC1CCCO1)C(=O)c1cc(COc2ccccc2SC)on1 (stereo unspecified) is entered as 2, 12, 30, -0.3, -1, -1, 11, 10, -5
c1ccc(-n2c(Cc3cccnc3)nc3cnccc32)cc1 is entered as 14, 8, -11, -0.5, 2, -2, -1, 7, -5
CCCCOc1ccc(N(CC(=O)NC(C)C)C(=O)CCC(=O)Nc2ccccn2)cc1 is entered as 4, 13, 11, -0.1, 0, -3, -2, -3, 4
O=C(NC(=S)Nc1cccc2c(O)cccc12)c1cccc(Br)c1 is entered as 38, 24, 69*, -1.2, 23*, -1, -2, 43, 20
CCCCn1c(N)c(N(CCOC)C(=O)COC(=O)COc2cccc(C(C)=O)c2)c(=O)[nH]c1=O is entered as 19, 1, 9, 2.9, 1, 2, -6, 21, -6

Screening results from PubChem BioAssay.
